Source: PubChem BioAssay (National Center for Advancing Translational Sciences (NCATS))
LMNA splice mod: qHTS Assay for Modulators of Lamin A Splicing; 0.01% of 200,000 active; HeLa LMNA splicing GFP/RFP minigene ratio, 48 h; Potency, µM (titrated, usually from 46.1 µM), for inactives: at the highest dose ratio change, negative = inhibition, usual class: inhibitors; active = well fitted inhibition curve with a large enough effect in the signal ratio, with a control signal flat, not every such curve was filed as active; inconclusive = small, poorly fitted or top-dose-only effect, or effect the other way, or a change in a side signal; the % refers to the signal ratio; note: potency is the fitted concentration of half-maximal effect; % is set by controls: 0 for no effect and ±100 for the full control effect
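Read-out is the ratio of GFP to DsRed2 object intensity, acquired by 488 nm laser-scanning cytometry on HeLa lamin A-EGFP minigene reporter cells. Compound incubation 48 hrs at 37 °C in Opti-MEM with 2% FBS; DMSO 0.5% final.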
CBFb-RUNX1 inh: qHTS Assay for Compounds Blocking the Interaction Between CBF-beta and RUNX1 for the Treatment of Acute Myeloid Leukemia | Runt-related transcription factor 1 (Homo sapiens) + Core-binding factor subunit beta … | AlphaScreen CBFb-His/RUNX1-biotin binding, biochemical | Potency, µM (top dose mostly 59.8 µM), without a hit: top-dose activity, negative = inhibition, usual class: inhibitors | 230,000 tested, under 10 active; note: % of control where 0% means no effect
Target sequence (Q01196 whole entry, looked up): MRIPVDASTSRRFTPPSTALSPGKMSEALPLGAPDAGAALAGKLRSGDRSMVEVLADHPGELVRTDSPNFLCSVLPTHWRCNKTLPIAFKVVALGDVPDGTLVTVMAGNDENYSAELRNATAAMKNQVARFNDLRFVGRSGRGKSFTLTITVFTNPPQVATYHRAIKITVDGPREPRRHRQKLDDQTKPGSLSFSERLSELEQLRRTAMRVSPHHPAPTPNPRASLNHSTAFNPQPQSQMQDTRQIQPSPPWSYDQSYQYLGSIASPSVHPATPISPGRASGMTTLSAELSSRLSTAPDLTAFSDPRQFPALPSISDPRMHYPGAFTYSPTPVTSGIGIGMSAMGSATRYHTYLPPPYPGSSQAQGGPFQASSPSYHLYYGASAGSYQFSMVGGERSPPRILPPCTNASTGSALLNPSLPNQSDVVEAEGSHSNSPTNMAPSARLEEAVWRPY
Target sequence (Q13951 whole entry, looked up): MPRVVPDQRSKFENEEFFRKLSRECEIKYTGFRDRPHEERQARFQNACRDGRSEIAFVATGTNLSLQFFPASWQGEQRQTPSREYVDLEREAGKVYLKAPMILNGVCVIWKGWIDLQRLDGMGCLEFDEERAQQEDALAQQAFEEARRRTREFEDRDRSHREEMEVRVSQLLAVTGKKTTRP
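CBF-beta (His) and RUNX1 (biotin), 30 nM each; 20 min preassociation; + compound, 15 min; + beads 50 ng each (Ni, streptavidin), 90 min; RT; AlphaScreen read.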
aGal spleen mod: qHTS Assay for Inhibitors and Activators of Human alpha-Galactosidase From Spleen Homogenate. Alpha-galactosidase A (Homo sapiens), P06280. human spleen homogenate, 4MU-alpha-Gal fluorescence, 40 min. Potency, µM (titrated, usually from 80 µM), without a hit: at the top dose activity change, negative = inhibition, actives largely listed as inhibitors. 0.008% of 240,000 active. AID 2107, 2009;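 note: potency is the fitted concentration of half-maximal effect; 0% = enzyme with vehicle and -100% = no enzyme basal signal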
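Inhibition or activation of alpha-galactosidase in human spleen homogenate is scored by 4-MU fluorescence after 40 min at 37C, pH 5.0, with 1 mM substrate. AC50s come from concentration-response fitted to the Hill equation.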
IMPase Li inh: qHTS Assay for Identifying the Cell-Membrane Permeable IMPase Inhibitors: Potentiation with Lithium. CHO-M1 cells, IP1 TR-FRET (IP-One), carbachol + lithium. Potency, µM (top dose mostly 59.4 µM), for inactives: top-dose activity, negative = IMPase inhibition, usual class: inhibitors. 0.35% of 210,000 active;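 note: IP1 builds up when IMPase is blocked and the TR-FRET signal falls; potency is the fitted concentration of half-maximal effect; plate controls were basal vehicle for no effect and high inhibitor control for full effect; nearly all actives have a fitted effect of over 50% in size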
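IP1 accumulation measured by competitive TR-FRET in lysed CHO-M1 cells after 30 min compound exposure at 37C, with a small lithium addition to potentiate weak responses. Hill-equation AC50 from ratio and donor-channel data.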
Luc counter: Counterscreen for Luciferase (Kinase-Glo TM) Inhibition; Kinase-Glo luciferase, ATP luminescence, 8 min; Potency, µM (titrated, usually from 38.3 µM), inactives show at the top dose activity change, negative = inhibition, actives largely listed as inhibitors; 0.28% of 200,000 active; note: potency is the fitted concentration of half-maximal effect; % is set by controls: 0 for no effect and ±100 for the full control effect; nearly all actives have a fitted effect of over 60% in size
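Compound is pinned into ATP-containing buffer (10 uM ATP, imidazole pH 7.2, 7 mM MgCl2). Kinase-Glo luciferase reagent is then added. Light output is recorded following an 8-min room-temperature incubation.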
Epigenetic derep: Quantitative High-Throughput Screen for Regulators of Epigenetic Control; murine LDR cells, GFP reporter derepression, 30 h; Potency, µM (highest dose often 53.9 µM), inactives show at the top dose GFP activation, most hits filed as activators; 0.2% of 280,000 active; note: potency is the fitted concentration of half-maximal effect; % of control where 0% means no effect; nearly all actives have a fitted effect of over 60% in size
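In this reporter-derepression format, murine cells bearing a silenced integrated CMV-GFP locus incubate with test compound (30 h, 37 C), then are washed and imaged; fluorescent objects of 20–120 um count as induced cells.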
NPSR antagonist: qHTS Assay for Antagonists of the Neuropeptide S Receptor: cAMP Signal Transduction; CHO-NPSR cells, cAMP TR-FRET, antagonist mode; Potency, µM (highest dose often 38.3 µM), without a hit: top-dose activity change, negative = inhibition, actives largely listed as inhibitors; 1% of 220,000 active; note: potency is the fitted concentration of half-maximal effect; % is set by controls: 0 for no effect and ±100 for the full control effect; nearly all actives have a fitted effect of over 50% in size; many of its hits are not listed in these tables
Target sequence (Q6W5P4 whole entry, looked up): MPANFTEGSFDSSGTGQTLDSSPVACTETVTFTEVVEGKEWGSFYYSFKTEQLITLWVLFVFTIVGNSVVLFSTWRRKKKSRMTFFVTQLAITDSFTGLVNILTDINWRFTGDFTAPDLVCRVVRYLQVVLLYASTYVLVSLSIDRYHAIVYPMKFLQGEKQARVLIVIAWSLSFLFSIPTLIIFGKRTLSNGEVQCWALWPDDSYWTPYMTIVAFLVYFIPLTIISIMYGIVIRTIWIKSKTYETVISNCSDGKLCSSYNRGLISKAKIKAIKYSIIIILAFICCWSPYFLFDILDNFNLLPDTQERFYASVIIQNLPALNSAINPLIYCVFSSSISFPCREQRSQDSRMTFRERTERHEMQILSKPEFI
Active calls of the source: *; ? = inconclusive; · = no result given; & = joins results of further samples; [ ] = dose if it differs, or a comment. Unless noted, calls come from the whole dose curve; as a rule, active = well fitted curve in the direction sought with a large enough effect; inconclusive = small, poorly fitted or top-dose-only effect, or another doubt; inactive = no such curve, though single readings can be large; an effect the other way counts as inactive or inconclusive. The list is partial; the hit share may differ from the screen's.

mol,LMNA splice mod,CBFb-RUNX1 inh,aGal spleen mod,IMPase Li inh,Luc counter,Epigenetic derep,NPSR antagonist
O=C(CSc1nc2ccccc2c(=O)[nH]1)c1ccc(O)c(O)c1,2%,-16%,-13%,25%[38.3 µM],0%,0.0%,2%[46.1 µM]
CCc1[nH]nc(C(=O)N2CCCC(CCC(=O)N3CCN(c4ccccn4)CC3)C2)c1C (configuration not stated),·,3%,7%,19%,0%,4.2%,-15%
Cc1cc(C)nc(SCc2csc(-c3ccccc3)n2)n1,?,-5%,1%,14%,1%,0.2%,-29%[46.1 µM]
CCOC(=O)C1CCCN(C(=O)Cc2c(F)cccc2Cl)C1 (configuration not stated),1%,14%,-12%,15%[38.3 µM],1%,2.4%,15%[46.1 µM]
Cc1cc(C)c(NC(=S)N(C)C)cc1C,·,4%,13%,·,·,2.9%,-10%
CC1CCN(c2nnc(N)s2)CC1,?,0%,-4%,-1%[38.3 µM],-5%,-3.3%,-12%[46.1 µM]
Cc1cc2nc(SC(C)C(=O)O)[nH]c2cc1C (configuration not stated),?,1%,7%,-13%[38.3 µM],2%,?,-6%[46.1 µM]
CCOC(=O)C1CCN(C(=O)NS(=O)(=O)c2ccc(C)cc2)CC1,?,-1%,1%,4%,0%,6.5%,4%
CC(/C=C/C=C/c1ccccc1)=N\NC(=O)c1cccnc1,·,1%,0%,4%,2%,1.0%,-14%
COc1ccc(NC(=O)CCN2CCN(S(=O)(=O)c3ccc(C(C)C)cc3)CC2)cc1,?,-8%,-1%,32%[38.3 µM],1%,-0.8%,-18%[46.1 µM]
CCOc1cc(S(=O)(=O)NCCc2ccccc2C)c(OCC)cc1-n1cnnn1,?,5%,-1%,-8%[38.3 µM],1%,0.0%,-20%[46.1 µM]
O=C(NCC(=O)N(Cc1ccco1)C(C(=O)NC1CCCCC1)c1ccncc1)c1cccs1 (configuration not stated),·,6%,-3%,·,·,0.0%,8%
O=S(Cc1ccccc1)CC(O)(c1ccccc1)c1ccccc1 (configuration not stated),7%,1%,-17%,0%[38.3 µM],-1%,-1.2%,-13%[46.1 µM]
CCOC(=O)CCCNC(=O)c1cncc(O)c1,3%,1%,-1%,14%[38.3 µM],21%,0.7%,4%[46.1 µM]
O=C(c1cccc(S(=O)(=O)Nc2ccccc2Cl)c1)N1CCN(C(=O)c2ccco2)CC1,?,-2%,-2%,-2%,-1%,-0.4%,-25%
O=C1NN=C(c2ccc(Cl)cc2)CC1c1cccc(Cl)c1 (configuration not stated),-18%,6%,11%,47%[activator][38.3 µM],-2%,1.0%,?
Cc1nc2ccccc2n1CCC(=O)O,5%,1%,-1%,10%[38.3 µM],-5%,-1.8%,-2%[46.1 µM]
Cc1ccc(NS(=O)(=O)c2cccc(C(=O)Nc3c(C)n(C)n(-c4ccccc4)c3=O)c2)cc1,·,9%,2%,·,·,-0.3%,2%
O=C(N/N=C\c1ccccn1)C1c2ccccc2Oc2ccccc21,-27%[46 µM],-6%,5%,11%,4%,0.3%,8%
Cc1cccc(/C(N)=N/OC(=O)N2c3ccccc3Sc3ccccc32)c1,11%,-19%,3%,23%[38.3 µM],5%,-1.1%,-10%[46.1 µM]
CCc1ccc(NC(=S)N(Cc2ccccc2)Cc2ccccn2)cc1,-3%[9.22 µM],11%,2%,12%,1%,1.3%,?
Cc1ccc(-c2cc(-c3n[nH]c(=S)o3)c3ccccc3n2)cc1,?,26%,-6%,3%,2%,-5.1%,-41%
Cc1ccc(C(=O)CSc2cc(C)nc(SCC(=O)c3ccccc3)n2)cc1,?,14%,0%,49%[activator][38.3 µM],-6%,5.9%,-23%[46.1 µM]
CC1=C(C(=O)Nc2ccc(C)cc2)C(c2ccc(C)o2)C2=C(CC(C)(C)CC2=O)N1 (configuration not stated),3%,6%,4%,14%[38.3 µM],0%,-0.8%,-12%[46.1 µM]
CCc1cccc(C)c1NC(=S)N(CCN(C)C)C(C)c1ccco1 (configuration not stated),·,8%,0%,·,·,0.6%,12%
CCC(NS(=O)(=O)c1ccc(C)cc1)C(=O)N1CCN(c2ccccn2)CC1 (configuration not stated),-5%,3%,5%,7%[38.3 µM],3%,0.8%,-1%[46.1 µM]
CC1CCCC(C)N1C(=O)Cn1c(=O)sc2ccccc21 (configuration not stated),-1%,0%,-4%,5%[38.3 µM],0%,-0.8%,0%[46.1 µM]
Cc1cc(C)nc(SCc2ccc(C(=O)N/N=C3\CC(C)CC(C)(C)C3)cc2)n1 (configuration not stated),-9%,0%,4%,·,·,-0.9%,-15%[46.1 µM]
CC1=C(C)/C(=N\OC(=O)/C=C/c2ccccc2)C=CC1=O,-3%,0%,6%,-2%[38.3 µM],-4%,?,?
Cc1ccc(NC(=O)C2=CCN(S(=O)(=O)c3ccc(F)cc3)CC2)cc1,1%,4%[2.36 µM],4%,10%,-7%,-1.9%,1%

Look-ups from the results shown:
CBFb-RUNX1 inh with CC1CCN(c2nnc(N)s2)CC1 stands at 0%
Epigenetic derep with Cc1ccc(NS(=O)(=O)c2cccc(C(=O)Nc3c(C)n(C)n(-c4ccccc4)c3=O)c2)cc1 stands at -0.3%
LMNA splice mod with CCc1ccc(NC(=S)N(Cc2ccccc2)Cc2ccccn2)cc1 stands at -3%[9.22 µM]
NPSR antagonist with CC(/C=C/C=C/c1ccccc1)=N\NC(=O)c1cccnc1 stands at -14%

Next part:
mol,LMNA splice mod,CBFb-RUNX1 inh,aGal spleen mod,IMPase Li inh,Luc counter,Epigenetic derep,NPSR antagonist
CCCCCCCCCCCCCCCC[n+]1ccc(C(N)=O)cc1,-3%,-7%,-1%,9%,-4%,0.0%,-45%
CCN(CC)S(=O)(=O)c1ccc(OC)c(NC(=O)c2ccc([N+](=O)[O-])cc2)c1,·,-7%,-1%,18%,-2%,0.1%,-9%
Cc1cc(C)n2nc(C(=O)N/N=C/c3cccs3)nc2n1,·,0%,0%,5%,-1%,-10%,17%
Cc1cccc(-n2c(SCC(=O)Nc3ncc(Cl)cc3Cl)nc3ccccc32)c1,?,-7%,-3%,10%,-1%,-0.1%,?
CN1CCOCCOCCOCCN(C)C1=S,30%[46 µM],7%,-6%,0%,-1%,0.2%,-11%
CC(C)(C)c1ccc(C(=O)N2CCC(=O)N([C@H](COCc3ccc(Cl)cc3)Cc3ccccc3)CC2)cc1,·,7%,-4%,5%,2%[39.9 µM],0.0%[40.7 µM],·
COc1ccc(-n2c(C)cc(C(=O)COC(=O)c3cc(NC(=O)c4cccs4)c(OC)c(OC)c3)c2C)cc1,?,-1%,4%,10%,2%,-1.0%,-1%
N=c1c2c3c(sc2ncn1Cc1ccco1)CCCCC3,-10%,-4%,10%,13%,2%,0.0%,15%
Cc1ncc(CO)c(/C=N/NC(=S)Nc2cccc(Cl)c2)c1O,?,·,5%,6%,-2%,1.3%,-29%
Cc1nc2sccn2c(=O)c1CCN1CCC(=C(c2ccc(F)cc2)c2ccc(F)cc2)CC1,?,10%&5%&-4%,4%&10%&7%,25%&22%&9%,0%&-1%&-3%,-2.5%&-0.2%&-1.1%,?
Cc1nnc2sc(-c3ccncc3)nn12,4%,5%,1%,6%[38.3 µM],-6%,-1.1%,15%[46.1 µM]
CN(C)S(=O)(=O)c1ccc(NC(=O)c2c(F)cccc2Cl)cc1,-4%,0%,4%,-5%[38.3 µM],-2%,-2.0%,-11%[46.1 µM]
Cc1cccc(Nc2nnc(SCC(=O)NC(=O)Nc3ccc4c(c3)OCCO4)s2)c1,-5%,3%,2%,1%,-3%,-2.2%,-30%
CC(C)(C(O)c1ccc([N+](=O)[O-])cc1)[N+](=O)[O-] (configuration not stated),·,-2%,11%,15%,-4%,-1.1%,·
COc1ccc(Cc2nnc(NC(=O)CSc3ccccc3)s2)cc1,-6%,-5%,-2%,2%[38.3 µM],6%,1.5%,-12%[46.1 µM]
CCN(CC)S(=O)(=O)c1cccc(NC(=O)CNC2CCCCCC2)c1,·,14%,-2%,·,·,1.1%,6%
O=C(CSc1nnc2sc3ccccc3n12)c1ccco1,1%,-3%,0%,-9%,-3%,-3.6%,-6%[46.1 µM]
COC(c1ccccc1)c1nnc(CCC(=O)NC2CCCCC2)o1 (configuration not stated),·,1%,2%,11%,2%,0.0%,-19%
CCC1(CC)NC(=O)N(CC(=O)OCC(=O)Nc2ccc(F)c(F)c2F)C1=O,·,1%,4%,-4%,·,-0.2%,24%
CCCCNC(=O)c1cc2nc3c(c(C(F)(F)F)n2n1)CCc1ccccc1-3,6%,6%,2%,-1%[38.3 µM],-4%,1.1%,3%[46.1 µM]
Cc1cc(N=Cc2c(O)n(-c3ccc4c(c3)OCO4)c(=O)c3ccccc23)ccn1,-10%,-14%,3%,7%[38.3 µM],-5%,?,?
CCC1CCCCN1C(=O)CSc1nc(N)c(NC(=O)c2ccco2)c(=O)[nH]1 (configuration not stated),-10%,15%,-7%,25%[38.3 µM],2%,0.0%,-9%[46.1 µM]
O=C(c1cc([N+](=O)[O-])ccc1Cl)N1CCN(c2ccccn2)CC1,·,-2%,-2%,7%,5%,-1.2%,4%
CCCCn1ccnc1C(=O)c1ccc(S(=O)(=O)N(CCOC)CCOC)cc1,13%,5%,-9%,-9%[38.3 µM],-7%,0.0%,-15%[46.1 µM]
CCn1ncc(CN2CCN(Cc3cccc(OC)c3)C(CCO)C2)c1C (configuration not stated),·,11%,4%,4%,·,-0.2%,-11%
C=CCNC(=O)C(C#N)c1nc2ccccc2nc1N1CCCCCC1 (configuration not stated),?,-2%,24%,12%[38.3 µM],-2%,-0.4%,-19%[46.1 µM]

3 structures from above, arranged by formula weight, falling:
mol,LMNA splice mod,CBFb-RUNX1 inh,aGal spleen mod,IMPase Li inh,Luc counter,Epigenetic derep,NPSR antagonist
Cc1cccc(-n2c(SCC(=O)Nc3ncc(Cl)cc3Cl)nc3ccccc32)c1,?,-7%,-3%,10%,-1%,-0.1%,?
CCC1(CC)NC(=O)N(CC(=O)OCC(=O)Nc2ccc(F)c(F)c2F)C1=O,·,1%,4%,-4%,·,-0.2%,24%
CC(C)(C(O)c1ccc([N+](=O)[O-])cc1)[N+](=O)[O-] (configuration not stated),·,-2%,11%,15%,-4%,-1.1%,·
